mcGAS MS inh – inhibitors of Mus musculus cyclic GMP-AMP synthase, initial high-throughput assay, cell-free, RapidFire MS | actives 0.18% (n = 130,000) | recombinant mouse cGAS, cGAMP by RapidFire MS | inhibition, % at 12.5 µM;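 active means inhibition of cGAS enzyme activity at or above 60%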;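 further: enzyme stimulated by 45 bp dsDNA with ATP and GTP substrates; cGAMP share of summed cGAMP plus half ATP and half GTP signals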
Target sequence (Q8C6L5 whole entry, looked up): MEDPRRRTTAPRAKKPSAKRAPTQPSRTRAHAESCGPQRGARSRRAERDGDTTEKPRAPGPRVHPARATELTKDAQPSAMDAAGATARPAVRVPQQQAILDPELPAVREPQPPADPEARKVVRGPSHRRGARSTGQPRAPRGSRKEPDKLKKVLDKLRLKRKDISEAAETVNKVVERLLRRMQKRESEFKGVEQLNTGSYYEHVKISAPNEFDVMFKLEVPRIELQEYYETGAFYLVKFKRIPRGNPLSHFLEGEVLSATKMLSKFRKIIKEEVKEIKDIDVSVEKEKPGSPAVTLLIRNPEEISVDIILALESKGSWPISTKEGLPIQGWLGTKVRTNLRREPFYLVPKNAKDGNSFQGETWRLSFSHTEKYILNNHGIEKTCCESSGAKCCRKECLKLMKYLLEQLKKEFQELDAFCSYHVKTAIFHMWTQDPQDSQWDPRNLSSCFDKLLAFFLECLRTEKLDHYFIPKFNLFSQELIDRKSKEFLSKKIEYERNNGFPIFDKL
The depositor's hits bear a star; & = joins results of further samples.

The opening 3 compounds (preview)
mcGAS MS inh	compound
-8.8	O=C(NCC(c1ccc(F)cc1)N1CCCC1)c1cn(C2CCCCC2)nn1 (configuration not stated)
-6.5	O=C(CSc1nnnn1-c1cccc(F)c1)Nc1ccc2c(c1)OCCCO2
-6.6	Cn1c(O)cc(=O)n(C)c1=O

Main list, previewed entries included:
mcGAS MS inh	compound
-8.8	O=C(NCC(c1ccc(F)cc1)N1CCCC1)c1cn(C2CCCCC2)nn1 (configuration not stated)
-6.5	O=C(CSc1nnnn1-c1cccc(F)c1)Nc1ccc2c(c1)OCCCO2
-6.6	Cn1c(O)cc(=O)n(C)c1=O
-4.2	CCOC(=O)N1CCC(N2C[C@H](N)C[C@H]2C(=O)NC)CC1
12.7	Cc1nnc(NC(=O)NCCC2CCCCCC2)s1
-12.0	OC(COCc1ccccc1F)CN1CCCCC1Cn1cncn1 (configuration not stated)
-3.0	CN(C)CCNC(=O)C1CCCN(S(=O)(=O)N2CCOCC2)C1 (configuration not stated)
2.0	N#CC(=C(O)CSc1n[nH]c(=O)[nH]c1=O)c1nc2ccccc2[nH]1
-30.8	CN(CC(=O)N1CCC2C(CCCN2C)C1)C(=O)c1cccs1 (configuration not stated)
36.2	O=C(O)c1sc2cc(Cl)cc(Cl)c2c1Cl
-1.2	CC(C)(NC(=O)c1ccc(-c2cc(F)c(F)c(F)c2)cc1)C(N)=O
1.3	CC(=O)c1c(C)[nH]c(C(=O)COc2ccc(Cl)c(C)c2)c1C
-13.3	CN1C2CCC1CN(C(=O)Nc1cc(CC(C)(C)C)nn1C)CC2 (configuration not stated)
1.2	CCn1cc(Cn2ccnc2-c2ccc(S(=O)(=O)NC)cc2)cn1
-7.1	COC(=O)c1ccnc(NS(=O)(=O)c2cccc(Cl)c2)c1
-10.4	Oc1cc2ccccc2cc1CN1COc2ccc3ccccc3c2C1
-3.1	CC(C)(C)NC(=O)CN
-4.1	CCCCNC(=O)C1(C)CCCCN1Cc1ccccc1-c1ccccc1 (configuration not stated)
-1.5	O=C(O)c1ccc(NC2=C(n3nnc4ccccc43)C(=O)c3ccccc3C2=O)cc1
-2.3	CCOc1ccc(OCC(=O)N2CCN(c3ncnc4c3nnn4C)CC2)cc1

Next entries follow:
mcGAS MS inh	compound
-15.3	OCC1(O)CCCN(Cc2ccncc2)CC1 (configuration not stated)
-3.8	CCCN1C(=O)COCc2cc(-c3ccccc3OC)ccc21
-5.5	Fc1ccccc1NC1=NCCC1
-4.2	CC(NCC(O)CN1CCOCC1)C(C)n1cccn1 (configuration not stated)
-1.3	COc1ccc(N=CC(Br)=Cc2ccccc2)cc1OC
12.5	N#CCc1c(C#N)c(N)nc(N2CCC(C(N)=O)CC2)c1C#N
-3.5	CCCc1[nH]n(-c2ccc([N+](=O)[O-])cc2)c(=O)c1C=NCCCn1ccnc1
-4.5	CC(C)C(NC(=O)OC(C)(C)C)C(=O)NS(=O)(=O)c1cccnc1 (configuration not stated)
-9.6	COc1ccc(-n2nc3c(c2NC(=O)/C=C\c2ccc4c(c2)OCO4)CS(=O)(=O)C3)cc1
6.5	Cc1nn(-c2ccccc2)c(C)c1/C=N\N1CCN(C)CC1
-15.3	CN(CCOc1ccc(F)cc1)C(=O)CCCc1cccs1
-2.5	COc1cc2c(cc1OC)C(C#N)=NC(C)(C)C2
0.2	CC(=CC(=O)O)C12CC3CC(CC(C3)C1)C2
3.6	COc1cccc(-c2ccc(C(=O)N3CCNCC3C(=O)NC3CC3)o2)c1 (configuration not stated)
-4.3	COc1ccc(N2CCN(c3ncnc4[nH]ncc34)CC2)cc1
-7.3	CC1=Nc2ncnn2C(c2ccccc2)/C1=N/O (configuration not stated)
-4.1	FC(F)(F)c1ccc(C2CC(c3cccs3)=Nc3nnnn32)cc1 (configuration not stated)
0.7	CN(CC1CCOCC1)C(=O)CC1C(=O)NCCN1CC(c1ccccc1)c1ccccc1 (configuration not stated)
-4.2	Cc1ccccc1N1CCN(Cc2cc(C#CCO)cs2)C(C)C1 (configuration not stated)
-31.7	CN(Cc1nccn1Cc1ccccc1)C(=O)c1cc(C2CC2)[nH]n1

New compounds follow:
mcGAS MS inh	compound
-7.6	FC(F)(F)c1ccccc1CN1CCC(OC2CCOC2)CC1 (configuration not stated)
11.4	O=C(N=C1N=C2C=CC=CN2Cc2ccccc21)c1cc2c(s1)CCCC2
-3.9	Cc1nc(SC(C)C(=O)Nc2ccnn2C(C)C)c2ccccc2n1 (configuration not stated)
10.0	O=C(c1ccncc1)N1CC[C@@H](N2CCN(c3ccccc3F)CC2)[C@H](O)C1
-7.1	COC(=O)c1cc2c(=O)n(N)ccc2nc1C
-10.9	O=C(c1cnccn1)N(CC1CCN(C2Cc3ccccc3C2)CC1)CC1CCCO1 (configuration not stated)
-22.5	Cc1cccnc1CC(C)NC(=O)c1nc(C(C)C)cs1 (configuration not stated)
0.7	CC(Nc1cncc(-n2cccn2)n1)c1cccc(OCc2ccccn2)c1 (configuration not stated)
7.8	Cc1ccccc1-c1cc2nc(NCCN3CCNC3=O)n(C)c(=O)c2s1
-32.8	COc1ccc(Cl)c2sc(NCCCN(C)C)nc12
-4.9	Cc1cc(C)cc(-n2c(C)c(C)n3c4c(=O)n(CCN5CCOCC5)c(=O)n(C)c4nc23)c1
1.2&3.0	Nc1c2c(nc3c1CCC3)CCCC2
-11.4	CN(CCO)c1ccc(-c2nc(Cc3ccc(F)cc3)no2)cn1
-4.4	O=C(Cn1ncc(Cl)c(Cl)c1=O)N1N=C(c2ccco2)CC1c1cccs1 (configuration not stated)
20.8	CCCNC(=O)CNC(=O)c1scnc1C
-3.9	O=C(N=C1N=C2C=CC(Cl)=CN2Cc2ccccc21)C12CCC(CC1)C2
-13.0	O=C(CSCc1ccccc1Cl)NCc1ccc2c(c1)OCO2
-6.2	COCc1ccc(CN2CCCC(Nc3ccc4c(c3)OCO4)C2)o1 (configuration not stated)
-13.6	CC(c1ccon1)N(C)CCC(=O)Nc1nc2ccccc2s1 (configuration not stated)
-7.2	CC1(C)CC(=NOC(=O)c2ccccc2)CC(C)(C)N1O

As entered above.
In mcGAS MS inh, CN(CCOc1ccc(F)cc1)C(=O)CCCc1cccs1 is listed with -15.3
In mcGAS MS inh, O=C(NCC(c1ccc(F)cc1)N1CCCC1)c1cn(C2CCCCC2)nn1 (configuration not stated) is listed with -8.8
In mcGAS MS inh, FC(F)(F)c1ccc(C2CC(c3cccs3)=Nc3nnnn32)cc1 (configuration not stated) is listed with -4.1

The list continues:
mcGAS MS inh	compound
-13.0	Cc1ccc(C)c(NC(=O)C(C)SCc2nc(-c3ccccc3)no2)c1 (configuration not stated)
1.4	C[C@H]1O[C@@H](O[C@H]2[C@@H](O)C[C@H](O[C@H]3[C@@H](O)C[C@H](O[C@H]4CC[C@]5(C)C6C[C@@H](O)[C@]7(C)[C@@H](C8=CC(=O)OC8)CC[C@]7(O)C6CC[C@@H]5C4)O[C@@H]3C)O[C@@H]2C)C[C@H](O)[C@@H]1O (some centres not stated)
-0.6	c1cncc(NCCNC2CCC3(CCNCC3)CC2)c1
1.2	O=C(c1cccc(F)c1)N1CCN(S(=O)(=O)c2ccccc2)CC1
-5.3	O=C(CCN1CCCCC1)Nn1c(=S)[nH]c2ccccc2c1=O
-5.1	Cc1cc(=O)n2c(-c3cccc(NC(=O)c4ccccc4C(F)(F)F)c3)csc2n1
4.3	O=C(O)c1ccccc1-n1ncc2c1/C(=C\c1ccc(Cl)cc1)CC2
21.6	CC1ON=C(c2ccccn2)N(CCCc2ccccc2)C1=O (configuration not stated)
-1.2&1.7&9.8&10.0	COc1ccc2cc3[n+](cc2c1OC)CCc1cc2c(cc1-3)OCO2
-2.7	CCC1CN(C(=O)CN2CCC(=O)NC2=O)CC1N(C)C (configuration not stated)
1.1	Cc1nc(-n2cnnc2)ccc1-c1ccnc2c1ccn2C
3.0	CCOC(=O)c1ccc2ncc(C(=O)OCC)c(N)c2c1
-1.4	Cc1ccc(S(C)(=O)=O)cc1NCc1ccccc1Cl
-16.3	O=c1ccc(-c2ccccc2)nn1Cc1ccccc1Cl
-1.4	CN1CCN(c2ncccc2C(F)(F)F)Cc2ccccc21
-6.8	CC(C)c1nnsc1CNC(=O)C1CCCN(Cc2ccco2)C1 (configuration not stated)
-13.5	Cc1nc(C(=O)NCCN2CCOC2=O)cs1
-6.6	CC(NCCN1CCNCC1)c1cc(C(C)(C)C)cc2c1CCC2(C)C (configuration not stated)
3.1	COC(=O)CCCC(=O)N1CCCC(CNC(=O)Cc2ccc(OC)cc2)C1 (configuration not stated)
4.9	CCN(CC)C(=O)NCCc1nc2c(F)cccc2n1C

(further entries)
mcGAS MS inh	compound
-1.9	Cc1nc(-n2nc(-c3cccs3)cc2NC(=O)c2c(F)cccc2F)[nH]c(=O)c1C
-8.5	O=C(CCn1cccn1)N1CC[C@@H](c2ccc3ccccc3c2)[C@H](O)C1
-4.3	CC1CCCCC1NS(=O)(=O)c1ccc(F)c(F)c1 (configuration not stated)
-4.5	CCNC(=O)NC(=O)C(C)NC(C)c1ccc(F)cc1F (configuration not stated)
-16.4&-8.3	COc1ccc(-c2[nH]ncc2CNC(C)CCn2cccn2)cc1F (configuration not stated)
-7.5	Cc1cc2c(Nc3ccccc3O)ncnc2s1
-9.1	CC1CCCN(C(=O)CNC(=O)c2cccc(Cl)c2)C1 (configuration not stated)
2.3	O=S(=O)(NCCOc1cc(N2CCCCC2)ncn1)c1ccc(OC(F)(F)F)cc1
-4.9	Cc1[nH]nc(C(=O)N(Cc2cccc(F)c2)CC2CCCO2)c1Br (configuration not stated)
-5.5	CCn1c(SCC(=O)Nc2cccc3ccccc23)nc2c(c1=O)SC(C)C2 (configuration not stated)
-8.1	N#Cc1ccc(CSc2nnc3[nH]c(=O)cc(N)n23)cc1
-3.1	COc1ccc2c(c1)OC/C(=C/c1ccc(OC)c(OC)c1)C2=O
-5.7	CN(C)CC(C)(C)CNC(=O)C1CCN(c2cc(Nc3ccccc3)nc(N)n2)CC1
-0.9	OC(CCN1CCOCC1)c1cccc(C(F)(F)F)c1 (configuration not stated)
-5.9	COCCCNC(=O)CN1C(=O)COc2ccc(C(=O)COc3ccc(C(C)(C)C)cc3)cc21
-4.4	CC1SC2(OC1=O)C1CC3CC(C1)CC2C3 (configuration not stated)
-17.2	Cc1cc(C)n(CCCC(=O)N2CCNCC2C(=O)N2CCOCC2)n1 (configuration not stated)
-9.0	CCCCOc1nc(N)nc(-c2ccc(Cl)cc2)c1N
-3.4	O=C(CCc1ccccc1)N1CCCC(OCc2cccc(OC(F)(F)F)c2)C1 (configuration not stated)
-14.9	CCS(=O)(=O)NCCN1CCc2ccc(F)cc2C1C (configuration not stated)

(list continues)
mcGAS MS inh	compound
1.9	CCCCSC1=C(C#N)C(=O)NC(C)S1 (configuration not stated)
-2.2	CCN1C(=O)N(CC)C2C1N(C(C)=O)C(=O)N2C(C)=O (configuration not stated)
-2.6	Cc1c(C)n2c3c(=O)n(CCc4ccccc4)c(=O)n(C)c3nc2n1C
-14.6	CC(C)(C)c1cc(CN2CCCC2c2ccccn2)[nH]n1 (configuration not stated)
-12.3	CN1CC2(CCCN(C(=O)c3ccc4c(c3)OCCN4C)CC2)OC1=O (configuration not stated)
-23.4	Cc1ccc(-c2cc(CN)no2)cc1
0.8	OCn1c(=S)sc2ccccc21
-5.5	Cc1c(C(=O)NCc2ccc(F)cc2)sc(=O)n1Cc1ccc(C(F)(F)F)o1
-7.6	COc1cccc(CC2(CO)CCN(Cc3cccnc3)CC2)c1
-4.9	O=c1[nH]cnc2nc[nH]c12
-3.7	CC(C)N1C(=O)C(Cl)=C(Nc2ccc(Br)cc2)C1=O
-5.2	CNC(=O)[C@@H]1C[C@H](N)CN1C(=O)CN(C)Cc1ccncc1
-6.0	Cc1ccc(Nc2cc(C)nc(N3CCN(C(=O)C4CCCC4)CC3)n2)cc1
-4.6&-2.6&1.8	Cc1cccc(C)c1OCC(C)N (configuration not stated)
-11.3	CC(C)n1cc(CN2CCCN(C(=O)CC3CCCO3)CC2)cn1 (configuration not stated)
-10.8&-2.3	CSc1cccc(CN2CCCC(CNC(=O)c3cccs3)C2)c1 (configuration not stated)
-9.2	CCOc1cc(C2C(C(=O)OC)=C(C)NC3=C2C(=O)CC(c2ccc(Cl)cc2)C3)cc(Br)c1O (configuration not stated)
-9.2	CCn1c(SCC(=O)Nc2ccc(OC(F)(F)F)cc2)nc2c(c1=O)SC(C)C2 (configuration not stated)
-10.6	CCCC(C(=O)NNc1nc2ccccc2c(=O)n1CC)c1ccccc1 (configuration not stated)
0.4	S=C(NCCN1CCOCC1)N1CCN(Cc2ccc3c(c2)OCO3)CC1

New compounds follow
mcGAS MS inh	compound
2.8	NCc1cn(CC2CCN(C(=O)Nc3ccccc3-c3ccccc3)CC2)nn1
0.8	Fc1ccc(F)c2c1CCN(Cc1cc3n(n1)CCCNC3)C2
2.6	O=S(=O)(Nc1cc(-n2cnnn2)ccc1F)c1ccc(F)c(Cl)c1
-5.1	COc1ccc(OC)c(S(=O)(=O)NC(=O)C2(C)CCN2C(=O)Cc2ccccc2Cl)c1 (configuration not stated)
-11.2	O=c1oc2cc(O)ccc2cc1-c1nnc(Nc2ccc(Oc3ccc4ccccc4c3Cl)c(Cl)c2)s1
-3.9	CCCCCn1c(SCC(=O)OCC)nc2c1c(=O)[nH]c(=O)n2C
3.2	Cc1ccc(NCN2C(=O)C3C4C=CC(C4)C3C2=O)cc1Cl (configuration not stated)
-2.8	Cc1nc2nc(N)nn2c(C)c1CCC(=O)N(C)Cc1ccc(C(C)(C)C)cc1
-8.8	CC1Oc2ccc(C#N)cc2N(Cc2ccccc2OC(F)(F)F)C1=O (configuration not stated)
-3.9	CC(C)COc1nc(-c2cccs2)n(-c2ccc(N)cc2)n1
-13.7	COCC(C)(C)CNC(=O)c1ccc(F)cc1Cl

Molecules listed so far that have a furan ring, fused or not:
mcGAS MS inh	compound
3.6	COc1cccc(-c2ccc(C(=O)N3CCNCC3C(=O)NC3CC3)o2)c1 (configuration not stated)
-4.4	O=C(Cn1ncc(Cl)c(Cl)c1=O)N1N=C(c2ccco2)CC1c1cccs1 (configuration not stated)
-6.2	COCc1ccc(CN2CCCC(Nc3ccc4c(c3)OCO4)C2)o1 (configuration not stated)
-6.8	CC(C)c1nnsc1CNC(=O)C1CCCN(Cc2ccco2)C1 (configuration not stated)
-5.5	Cc1c(C(=O)NCc2ccc(F)cc2)sc(=O)n1Cc1ccc(C(F)(F)F)o1

Source: PubChem

Only part of the results is shown; rates above refer to the full screens.
